PAX8 inh HTS = lowers PAX8-driven luciferase in RMG-I cells; RMG-I TPO-luciferase reporter, SteadyGlo, 24 h; inhibition, % at 12.6 µM; actives 1.2% (n = 360,000); AID 652154;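 active = mean replicate inhibition at least 60% with every replicate also reaching 60%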;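 also: luciferase light reporting Pax8 driven TPO promoter activity; plate controls were median of neutral control wells for no effect and mitoxantrone controls for full effect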
PGC1a acetyl inh = lowers PGC1a acetylation signal in U2OS cells | inhibition, % at 15.6 µM | AID 651687 | actives 0.17% (n = 350,000) | AlphaScreen anti-acetyl-lysine; with virally co-expressed GCN5 acetyltransferase;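 active = every replicate shows inhibition of at least 40%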;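 also: 0% = neutral control wells and 100% = positive control wells; some results beyond the cut were filed as inactive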
PglD DTNB = PglD (C. jejuni) enzyme inhibition; purified PglD enzyme, DTNB colorimetric CoA detection; inhibition, % at 12.5 µM; actives 0.098% (n = 360,000); AID 602405; in the data active = inhibition above about 16%, passing the limit was not always enough; also: strong numbers were not always called active
ERAP1 HTS inh = blocks human ERAP1 aminopeptidase activity; Q9NZ08; recombinant ERAP1, Leu-AMC fluorescence, 60 min; inhibition, % at 10.7 µM; actives 0.15% (n = 340,000); AID 652197;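 active = mean replicate inhibition of at least 30%, or all replicates individually reaching that 30% level; inactive = mean below 30% and not every replicate reaching it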;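 also: 0% = neutral control wells and 100% = L-leucinethiol positive control wells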
Target sequence (Q9NZ08 whole entry, looked up): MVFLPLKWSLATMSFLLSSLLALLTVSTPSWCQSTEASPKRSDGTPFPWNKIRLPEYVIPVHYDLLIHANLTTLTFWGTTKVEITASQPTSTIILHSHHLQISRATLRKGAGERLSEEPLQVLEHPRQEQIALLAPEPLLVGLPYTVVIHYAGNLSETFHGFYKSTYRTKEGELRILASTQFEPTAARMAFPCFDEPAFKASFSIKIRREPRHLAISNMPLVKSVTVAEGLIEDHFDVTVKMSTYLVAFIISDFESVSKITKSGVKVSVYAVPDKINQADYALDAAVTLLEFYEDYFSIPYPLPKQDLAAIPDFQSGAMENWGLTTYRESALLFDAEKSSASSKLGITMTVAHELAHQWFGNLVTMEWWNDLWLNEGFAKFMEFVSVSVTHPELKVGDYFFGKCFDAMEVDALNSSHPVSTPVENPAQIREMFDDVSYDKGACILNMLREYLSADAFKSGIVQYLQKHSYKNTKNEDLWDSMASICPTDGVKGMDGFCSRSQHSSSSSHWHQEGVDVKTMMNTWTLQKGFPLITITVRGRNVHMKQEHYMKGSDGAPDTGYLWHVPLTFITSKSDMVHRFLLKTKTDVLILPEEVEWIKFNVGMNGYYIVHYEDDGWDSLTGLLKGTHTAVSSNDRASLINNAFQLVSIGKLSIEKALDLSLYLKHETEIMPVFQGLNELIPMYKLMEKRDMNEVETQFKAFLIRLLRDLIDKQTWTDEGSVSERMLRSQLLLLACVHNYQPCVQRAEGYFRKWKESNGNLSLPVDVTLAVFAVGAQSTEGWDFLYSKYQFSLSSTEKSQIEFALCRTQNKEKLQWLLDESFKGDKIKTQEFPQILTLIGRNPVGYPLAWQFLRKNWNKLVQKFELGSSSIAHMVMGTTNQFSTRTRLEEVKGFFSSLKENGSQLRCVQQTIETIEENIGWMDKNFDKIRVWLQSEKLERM
S100A4 inh HTS = inhibitors of human S100A4 binding to myosin IIA peptide | P26447 | S100A4/TAMRA-MyoIIA peptide fluorescence polarization | inhibition, % at 10.7 µM | actives 0.14% (n = 360,000);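 active = mean inhibition of at least 70% across replicates, with every replicate also reaching that level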
Target sequence (P26447 whole entry, looked up): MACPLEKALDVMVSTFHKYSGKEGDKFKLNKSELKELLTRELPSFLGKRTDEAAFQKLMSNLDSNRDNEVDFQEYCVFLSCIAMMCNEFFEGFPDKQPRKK
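Test system: S100A4 monomer protein; Medium: HEPES pH 7.2 with CaCl2, KCl, NaCl, DTT, Triton; Probe or stimulus: TAMRA-labelled myosin IIA heavy-chain peptide probe, 5 nM; Doses: one dose per compound; Times: polarization read 5 min after assay mix addition, stable 5–60 min; Benchmarks: neutral control DMSO, positive control TFP.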
EWS-Fli block = blocks EWS/Fli oncoprotein-driven transcription; AID 651661; actives 0.67% (n = 350,000); inhibition, % at 12.6 µM; A673 NR0B1-luciferase reporter, viability-normalised;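 active = mean inhibition of at least 50% after viability correction, with every replicate also passing that limit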;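 also: firefly luciferase signal divided by Alamar Blue viability fluorescence both relative to DMSO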
LGR2 inh = Drosophila LGR2 receptor signaling inhibition; HEK293 LGR2, CRE-luciferase, bursicon-stimulated, 4 h; inhibition, % at 9.99 µM; actives 0.35% (n = 380,000);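 active = drop in luminescence signal, shown as inhibition above about 50% in the replicate tests, limit read from the data, passing the limit was not always enough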;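 also: agonist challenge used bursicon conditioned medium at about half maximal strength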
FN deposit inh = fibronectin deposition inhibition; AH1F fibroblasts, Alexa488-fibronectin deposition fluorescence, overnight; inhibition, % at 12.6 µM; actives 0.086% (n = 350,000);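 active = mean inhibition across replicates of 30% or more, regardless of how many single replicates reach that level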;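 also: positive control wells lacked labelled fibronectin entirely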
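Measured by – fluorescence 485/525 nm · System – AH1F fibroblast monolayer, labelled fibronectin deposition · Amount – 10000 cells per well · Buffer or medium – serum-reduced DMEM (2% serum) · Doses – single dose, pinned · Also added – fluorescent fibronectin at 24 nM final · Schedule – 1 h cell attachment, overnight exposure to compound and label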
* = called active by the depositor; x = not tested or not shown.

Values run as follows: PAX8 inh HTS | PGC1a acetyl inh | PglD DTNB | ERAP1 HTS inh | S100A4 inh HTS | EWS-Fli block | LGR2 inh | FN deposit inh
1) CCOc1ccc(N(C(=O)c2cnsn2)C(C(=O)NC2CCCCC2)c2ccncc2)cc1 (stereo not given)
 : -3 | x | x | 1 | 4 | -19 | 8 | -6
2) Cn1nnnc1Sc1ncnc2scc(-c3cccc4ccccc34)c12
 : 40 | 20 | 4 | x | -4 | 1 | 3 | 14
3) C=CCN(c1ccc(C(=O)Nc2cccc([N+](=O)[O-])c2)cc1)S(C)(=O)=O
 : 22 | 5 | x | 1 | 6 | -20 | 15 | -7
4) O=C(C[C@H]1CC[C@@H](NC(=O)c2ccccn2)[C@H](CO)O1)NCc1cccc(F)c1
 : 4 | 1 | -2 | -1 | 4 | -1 | -6 | x
5) C[C@@H]1CN([C@@H](C)CO)C(=O)c2cccc(NS(=O)(=O)c3cccs3)c2O[C@@H]1CN(C)Cc1ccncc1
 : x | -4 | -1 | -2 | -30 | 0 | -3 | x
6) C[C@H]1CN([C@@H](C)CO)C(=O)c2cc(NS(=O)(=O)c3ccccc3)ccc2O[C@H]1CN(C)Cc1ccc(C(F)(F)F)cc1
 : 9 | -4 | 0 | -11 | -14 | 10 | -11 | x
7) CC(=O)c1cccc(N2C(=O)C3C(C(=O)Nc4cc(C)on4)C4(C)C=CC3(O4)C2C(=O)NC(C)(C)C)c1 (stereo not given)
 : -5 | -7 | 3 | 17 | -1 | 2 | 4 | -6
8) CCOC(=O)CC(=O)CSc1[nH]c(=O)cc(C)c1C#N
 : 10 | -7 | 3 | x | x | x | x | -2
9) Cc1ccc(NC(=O)CSc2nc(=O)cc(N)n2CCc2ccccc2)cc1
 : 6 | 3 | -4 | 2 | 0 | 3 | -19 | -7
10) Cc1ccc(OCC(=O)OCc2nc3scc(-c4ccccc4)c3c(=O)[nH]2)cc1C
 : -7 | x | -3 | -1 | 7 | -2 | 19 | x
11) COc1ccc(S(=O)(=O)N2CCN(C(=O)c3ccc4ccccc4n3)CC2)cc1
 : 10 | -16 | 9 | 2 | 2 | -4 | -22 | 5
12) CCN(CC)CC(=O)NCC1(c2ccccc2)CCCC1
 : 0 | x | x | 0 | -3 | 6 | 16 | -1
13) COc1cccc(CN(C)C(=O)COc2ccc(C(=O)c3ccc(Cl)cc3)cc2)c1OC
 : -5 | 4 | 1 | -2 | 4 | 9 | 13 | 2
14) COc1ccc(CC(=O)Nc2cccc(-c3ccc4nnc(C)n4n3)c2)cc1
 : -13 | -17 | x | -3 | -12 | 15 | -6 | -5
15) CC(C)c1ccc(N(C(=O)c2csnn2)C(C(=O)NC2CCCC2)c2cccnc2)cc1 (stereo not given)
 : 15 | x | 1 | -3 | -3 | -2 | -3 | -11
16) COc1ccc2c3c([nH]c2c1)[C@@H](CO)N(C(=O)CC1CC1)CC31CN(C(=O)CC2CC2)C1
 : x | 3 | x | -2 | -30 | -2 | 4 | x
17) O=C(O)C1CC(c2ccccc2F)=NO1 (stereo not given)
 : 12 | 7 | -8 | x | x | x | x | -10
18) CSc1nnc(C(C)(C)C)c(=O)n1/N=C/c1ccc(C(C)C)cc1
 : 1 | 10 | -3 | x | -7 | -7 | x | 1
19) O=C(C[C@H]1CC[C@@H]2[C@H](COC[C@@H](O)CN2Cc2ccncc2)O1)NCc1ccccc1Cl
 : x | -2 | 3 | 0 | -8 | x | -11 | -7
20) Cc1n[nH]c(C)c1NC(=O)CSc1nnnn1-c1cccc(F)c1
 : 8 | x | -3 | 1 | -5 | 4 | 11 | -13
21) C[C@@H]1CCCCO[C@@H](CN(C)S(=O)(=O)c2ccc(Cl)cc2)[C@@H](C)CN([C@@H](C)CO)C(=O)c2cc(NC(=O)C3CCCCC3)ccc2O1
 : 28 | -2 | 1 | 3 | 2 | 5 | 9 | -5
22) CC(C)NC(=O)N(C)C[C@@H]1Oc2ccc(NC(=O)Cc3cn(C)c4ccccc34)cc2C(=O)N([C@H](C)CO)C[C@@H]1C
 : 3 | -6 | 6 | -1 | 6 | -9 | -9 | x
23) CC(C)NC(=O)Nc1ccc2c(c1)C(=O)N([C@@H](C)CO)C[C@H](C)[C@@H](CN(C)C(=O)NC1CCCCC1)OCCCC[C@H](C)O2
 : 16 | -7 | 2 | 2 | -7 | x | 7 | x
24) CCn1c(NC(=O)c2cccc(Cn3cc(Cl)cn3)c2)nc2ccccc21
 : 21 | -8 | 7 | -3 | -8 | 20 | 23 | 4
25) c1ccc2c(c1)[nH]c1c3ccccc3sc21
 : -40 | x | 4 | -3 | -12 | -84 | -12 | 3
26) Cc1oc(-c2ccccc2F)nc1CS(=O)(=O)CC(=O)NCCN1CCCC1
 : 1 | 1 | 4 | 2 | -4 | -13 | 12 | 3
27) C#CC[N+](C)(C)CCCCCCCCC
 : 18 | x | x | -2 | -1 | -19 | -5 | 5
28) COc1ccc2c3c(n(C)c2c1)[C@H](CO)N(C(=O)NC(C)C)CC31CN(C(=O)NC(C)C)C1
 : x | x | x | -5 | -53 | -3 | 26 | x
29) CCCCCOc1ccc(CSc2n[nH]c(C)n2)cc1
 : -78 | x | x | 12 | 4 | -72 | -58 | x
30) O=C(CNC(=O)c1ccc(Br)o1)NCc1ccc(F)cc1
 : 2 | -4 | 7 | 2 | 17 | 1 | 13 | 12
31) COC(=O)C1CCN(C(=O)COC(=O)c2ccc(N3CCCC3=O)cc2)CC1
 : -6 | x | 1 | 1 | -1 | -6 | -3 | -5
32) CC1(CCc2ccccc2)NC(=O)N(Cc2cc([N+](=O)[O-])cc3c2OCOC3)C1=O (stereo not given)
 : 4 | 3 | -16 | -4 | 3 | 13 | -2 | -10
33) COc1ccc(S(=O)(=O)N2CCCCCC2)cc1NC(=O)Cc1cc(OC)c(OC)c(OC)c1
 : 8 | -4 | 1 | x | x | x | 9 | 1
34) CC(C)CN(C(=O)CN1CCCCCC1)c1c(N)n(CC(C)C)c(=O)[nH]c1=O
 : 19 | 2 | x | -2 | -11 | -10 | 3 | 4
35) C=CCN1N=C(c2ccc(Cl)s2)CSC1=O
 : 3 | 1 | -2 | x | x | x | x | 6
36) Cc1cc(C)n(CC(=O)N/N=C/c2ccc([N+](=O)[O-])s2)n1
 : 39 | -28 | x | 2 | 4 | 3 | -2 | -6
37) O=C1OC(N2C(=O)CC[C@H]2C(=O)Nc2ccc(F)c(F)c2)c2ccccc21 (stereo not given in full)
 : x | -7 | 4 | x | 7 | 6 | -9 | x
38) O=C(NCC1CCCO1)c1cccs1 (stereo not given)
 : x | 5 | 4 | 0 | -14 | -6 | 2 | x
39) O=C(NC1CCN(C(=O)Nc2ccc(F)cc2)CC1)c1cccc(F)c1
 : 10 | -1 | 6 | -1 | 3 | 6 | 3 | 2
40) CCN(CC)C(=S)SCC(=O)Nc1cccc(C(F)(F)F)c1
 : -23 | -19 | -1 | x | x | x | x | 1
41) COc1cccc(OC)c1C(=O)NC(=O)Oc1c(F)cccc1F
 : 9 | -1 | -1 | 3 | 1 | -1 | -4 | x
42) CC(C)(C)c1cc(C(=O)N/N=C/c2cc3c(cc2Br)OCO3)n[nH]1
 : 0 | -5 | x | 2 | -2 | -9 | -27 | 14
43) O=C(O)c1ccccc1-c1ccccc1C(=O)NCc1cccnc1
 : 18 | -2 | x | 6 | 0 | 3 | -2 | 3
44) COc1ccccc1COc1cccn2c(N(C)C(=O)CCC3CCCC3)c(C)nc12
 : 31 | -9 | 7 | -7 | 12 | 12 | 15 | 9
45) O=C(Nc1c2c(nn1-c1ccc([N+](=O)[O-])cc1)CS(=O)(=O)C2)C1CC1
 : -9 | -6 | -2 | -4 | 1 | x | -15 | 10
46) COc1ccccc1C(=O)NC(=S)N1CCc2ccccc21
 : 14 | x | x | 5 | -4 | -19 | 10 | -11
47) C[C@H](NC(=O)C[C@H]1CC[C@H]2[C@@H](COC[C@@H](O)CN2C(=O)Nc2cccc(F)c2)O1)c1ccccc1
 : -42 | 2 | 5 | 1 | -8 | -50 | -1 | -1
48) COc1ccc(-c2nc(CCNS(=O)(=O)c3ccc4c(c3)OCCO4)cs2)cc1
 : -10 | x | -3 | -5 | 0 | 20 | 19 | 5
49) C[C@@H](NC(=O)C[C@@H]1C=C[C@H](NC(=O)Nc2ccc3c(c2)OCO3)[C@H](CO)O1)c1ccccc1
 : -10 | 3 | 6 | 0 | 2 | 5 | 0 | -11
50) COC(=O)COc1cccc2c(=O)n(CC(=O)N3CCC(C)CC3)ccc12
 : -3 | 6 | 8 | 2 | -4 | 6 | 0 | 10
51) Cc1ccccc1-c1ccc([C@@H]2[C@H](CO)N3CCCCN(S(C)(=O)=O)C[C@@H]23)cc1
 : 9 | -3 | 1 | -1 | 6 | -8 | -2 | x
52) C=C1C(=O)OC2C=C(CO)C3OC3C3OC3(C)CC(OC(=O)/C(=C/C)COC(C)=O)C12 (stereo not given)
 : 83* | 0 | x | 1 | 1 | 37 | 21 | -1
53) CC(=O)Nc1ccc(NC(=O)Nc2ccc3c(c2)N(C)C(=O)CS3)cc1
 : -28 | x | x | -2 | 7 | -11 | 17 | 5
54) C[C@H](CO)N1C[C@H](C)[C@H](CN(C)CC2CC2)Oc2ccc(NC(=O)CCC(F)(F)F)cc2CC1=O
 : 3 | -25 | -1 | 2 | 12 | 4 | -1 | 2
55) COc1ccc2nc(C)cc(SCC(=O)N/N=C/c3ccc(O)c(O)c3)c2c1
 : 11 | -1 | x | 3 | -2 | 20 | 26 | x
56) COc1cccc(N2C(=O)CC(N3CCN(c4ccc([N+](=O)[O-])cc4)CC3)C2=O)c1 (stereo not given)
 : 21 | x | -5 | -1 | -1 | 10 | 15 | -4

Among those listed so far, these contain an NH in an aromatic ring:
Values run as follows: PAX8 inh HTS | PGC1a acetyl inh | PglD DTNB | ERAP1 HTS inh | S100A4 inh HTS | EWS-Fli block | LGR2 inh | FN deposit inh
8) CCOC(=O)CC(=O)CSc1[nH]c(=O)cc(C)c1C#N
 : 10 | -7 | 3 | x | x | x | x | -2
10) Cc1ccc(OCC(=O)OCc2nc3scc(-c4ccccc4)c3c(=O)[nH]2)cc1C
 : -7 | x | -3 | -1 | 7 | -2 | 19 | x
16) COc1ccc2c3c([nH]c2c1)[C@@H](CO)N(C(=O)CC1CC1)CC31CN(C(=O)CC2CC2)C1
 : x | 3 | x | -2 | -30 | -2 | 4 | x
20) Cc1n[nH]c(C)c1NC(=O)CSc1nnnn1-c1cccc(F)c1
 : 8 | x | -3 | 1 | -5 | 4 | 11 | -13
25) c1ccc2c(c1)[nH]c1c3ccccc3sc21
 : -40 | x | 4 | -3 | -12 | -84 | -12 | 3
29) CCCCCOc1ccc(CSc2n[nH]c(C)n2)cc1
 : -78 | x | x | 12 | 4 | -72 | -58 | x
34) CC(C)CN(C(=O)CN1CCCCCC1)c1c(N)n(CC(C)C)c(=O)[nH]c1=O
 : 19 | 2 | x | -2 | -11 | -10 | 3 | 4
42) CC(C)(C)c1cc(C(=O)N/N=C/c2cc3c(cc2Br)OCO3)n[nH]1
 : 0 | -5 | x | 2 | -2 | -9 | -27 | 14

2 entries from above, as labelled records:
15	CC(C)c1ccc(N(C(=O)c2csnn2)C(C(=O)NC2CCCC2)c2cccnc2)cc1 (stereo not given)
  PAX8 inh HTS: 15 | PGC1a acetyl inh: x | PglD DTNB: 1 | ERAP1 HTS inh: -3 | S100A4 inh HTS: -3 | EWS-Fli block: -2 | LGR2 inh: -3 | FN deposit inh: -11

26	Cc1oc(-c2ccccc2F)nc1CS(=O)(=O)CC(=O)NCCN1CCCC1
  PAX8 inh HTS: 1 | PGC1a acetyl inh: 1 | PglD DTNB: 4 | ERAP1 HTS inh: 2 | S100A4 inh HTS: -4 | EWS-Fli block: -13 | LGR2 inh: 12 | FN deposit inh: 3

Screening data: PubChem, Broad Institute
